Compound activity (PubChem BioAssay)
VLA-4 antagonist = blocks LDV-FITC ligand binding to Mn2+-activated human VLA-4 integrin; P13612; Jurkat cells, LDV-FITC binding with Mn2+, flow cytometry; 100% = Mn2+-driven binding gain fully reversed; inhibition, % at 10 µM (by protocol); hit rate 0.2% among 24,000;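 active = inhibition above 50%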;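 also: 0% = Mn2+ stimulated cells lacking compound and 100% = ligand binding without Mn2+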
Jurkat autofluor = autofluorescence counter-screen for VLA-4 integrin assays; fluorescence ratio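 (tested at 10 µM compound in the well)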; Jurkat cells, compound autofluorescence, flow cytometry; hits give high values; 1 = vehicle-only cell background; hit rate 0.61% among 24,000;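 active = fluorescence ratio above 2.44, which is 1 plus 3 SD of all ratios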;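 also: green fluorescence of cells measured with 488 nm excitation and 530 nm emission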
VLA-4 agonist = allosterically activates the human VLA-4 integrin; activation, % at 10 µM (by protocol); 24,000 tested, under 10 active; AID 528; Jurkat cells, LDV-FITC binding, flow cytometry; P13612;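 active = fluorescent ligand binding to cells raised by more than 40% of the manganese-induced maximum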;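 also: 0% = ligand binding without compound and 100% = manganese-stimulated maximal binding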
LNCaP diff act = promotes differentiation of LNCaP prostate cells; flow cytometry side scatter, 4 d; side scatter shift, % at 10 µM; hit rate 0.56% among 24,000;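 active = side scatter shift above 30%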;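 also: androgen-responsive LNCaP prostate cancer cells in charcoal-stripped serum medium; percent of cells past a gate set so DMSO wells show 10% shift; higher shift means more granular cells and more differentiation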
* hit, by the source's call.

SMILES	VLA-4 antagonist	Jurkat autofluor	VLA-4 agonist	LNCaP diff act
CCOC(=O)Nc1ccc2c(c1)N(C(=O)CCN1CCOCC1)c1ccccc1S2	-4	1	1	14
O=C1CCc2cc(OCCCCc3nnnn3C3CCCCC3)ccc2N1	-17	1.1	1	6
OCCOCCN1CCN(C(c2ccccc2)c2ccc(Cl)cc2)CC1 (configuration not stated)	-4	1	9	1
CCN(CC)CCOC(=O)C(c1ccccc1)c1ccccc1	-14	0.97	-2	1
OCC(O)CN1CCN(c2ccccc2)CC1 (configuration not stated)	-7	0.98	-3	3
CC(=O)O[C@@]12CO[C@@H]1C[C@H](O)[C@@]1(C)C(=O)[C@H](O)C3=C(C)[C@@H](OC(=O)[C@H](O)[C@@H](NC(=O)OC(C)(C)C)c4ccccc4)C[C@](O)([C@@H](OC(=O)c4ccccc4)[C@H]21)C3(C)C	-9	0.98	-6	4
CCCN(CCC)C(=O)C(CCC(=O)O)NC(=O)c1ccccc1 (configuration not stated)	8	0.96	-4	5
CN(C)CCOC(=O)C(c1ccccc1)C1(O)CCCC1 (configuration not stated)	-16	1.1	0	3
Cc1oncc1C(=O)Nc1ccc(C(F)(F)F)cc1	-22	1.1	0	2
CN1CCC(=C2c3ccccc3CC(=O)c3sccc32)CC1	-8	1.1	6	3

3 compounds drawn at random from those above, as already listed:
SMILES	VLA-4 antagonist	Jurkat autofluor	VLA-4 agonist	LNCaP diff act
O=C1CCc2cc(OCCCCc3nnnn3C3CCCCC3)ccc2N1	-17	1.1	1	6
CCCN(CCC)C(=O)C(CCC(=O)O)NC(=O)c1ccccc1 (configuration not stated)	8	0.96	-4	5
CC(=O)O[C@@]12CO[C@@H]1C[C@H](O)[C@@]1(C)C(=O)[C@H](O)C3=C(C)[C@@H](OC(=O)[C@H](O)[C@@H](NC(=O)OC(C)(C)C)c4ccccc4)C[C@](O)([C@@H](OC(=O)c4ccccc4)[C@H]21)C3(C)C	-9	0.98	-6	4

An excerpt of these results, bar-delimited.
SMILES | VLA-4 antagonist | Jurkat autofluor | VLA-4 agonist | LNCaP diff act
CC(=O)O[C@@]12CO[C@@H]1C[C@H](O)[C@@]1(C)C(=O)[C@H](O)C3=C(C)[C@@H](OC(=O)[C@H](O)[C@@H](NC(=O)OC(C)(C)C)c4ccccc4)C[C@](O)([C@@H](OC(=O)c4ccccc4)[C@H]21)C3(C)C | -9 | 0.98 | -6 | 4
OCCOCCN1CCN(C(c2ccccc2)c2ccc(Cl)cc2)CC1 (configuration not stated) | -4 | 1 | 9 | 1
Cc1oncc1C(=O)Nc1ccc(C(F)(F)F)cc1 | -22 | 1.1 | 0 | 2

A portion of the library; rates above refer to the full screens.
